# Source: PubChem (The Scripps Research Institute Molecular Screening Center)
# TAAR1 ag = human TAAR1 agonism. Q96RJ0. CHO RD-HGA16 TAAR1, Fluo-8 calcium fluorescence; vehicle wells 0%, saturating PEA agonist 100%. activation, % at 3 µM. 0.99% of 360,000 active. AID 624467;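 active = activation above the mean activation of all test compounds in the run plus 3 SD, cut at about 38% in these data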
#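 Assay system: CHO-derived RD-HGA16 cells with stable Gα16 and human TAAR1; timing: 17-24 h seeding, 75 min 37 °C dye, 30 min RT; read-out: % activation from peak over basal fluorescence ratio, DMSO-to-PEA scaled; measured by: kinetic Fluo-8 calcium fluorescence; benchmarks: low control DMSO, high control PEA (EC100); doses: 3 µM single concentration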
# CHO parental Ca = signal in parental CHO cells, OX1R antagonist counter-screen; inhibition, % at 5.6 µM; 0.63% of 330,000 active; parental CHO-K1, ATP-induced calcium, Fluo-8 fluorescence;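 active = inhibition above that plate's mean sample inhibition plus 3 SD, cut at about 26% in these data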;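 note: 0% = ATP-challenged DMSO wells and 100% = DMSO wells without ATP; some compounds past the cut are filed as inactive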
#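 Material – parental CHO cells · Reagent – ATP stimulus · Compound – single nominal dose of 5.6 µM per compound · Detection – Fluo-8 fluorescence · Read-out basis – percent inhibition of calcium signal · Controls – ATP-challenged DMSO wells low, unchallenged DMSO wells high · Repeats – no replicates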
# M1 PAM = potentiates human M1 receptor response to acetylcholine | CHO-K1 hM1, Fluo-8 calcium fluorescence, ACh EC20; 0% = ACh EC20, 100% = maximal ACh | 0.088% of 360,000 active | activation, % at 3 µM; in the data active = activation above about 19%, passing the limit was not always enough
# Target sequence (P11229 whole entry, looked up): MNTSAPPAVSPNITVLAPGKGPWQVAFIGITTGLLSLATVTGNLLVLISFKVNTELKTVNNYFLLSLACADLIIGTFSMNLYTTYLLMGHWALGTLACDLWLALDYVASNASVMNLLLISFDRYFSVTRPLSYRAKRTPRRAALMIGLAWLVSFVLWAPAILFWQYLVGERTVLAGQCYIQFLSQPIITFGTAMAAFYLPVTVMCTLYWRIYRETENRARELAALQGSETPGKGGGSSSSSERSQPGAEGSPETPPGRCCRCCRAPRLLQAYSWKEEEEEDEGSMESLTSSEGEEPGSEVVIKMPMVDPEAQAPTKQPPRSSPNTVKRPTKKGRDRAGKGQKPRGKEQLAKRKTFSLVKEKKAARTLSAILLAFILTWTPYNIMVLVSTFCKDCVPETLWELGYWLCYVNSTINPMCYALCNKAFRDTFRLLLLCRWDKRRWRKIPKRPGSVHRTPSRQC
# TAAR1 antagonist = antagonists of human TAAR1 | Q96RJ0 | CHO RD-HGA16 TAAR1, Fluo-8 calcium fluorescence, antagonist | inhibition, % at 3 µM | 1.5% of 360,000 active | AID 624466;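 active = inhibition above a per-plate cutoff, the mean inhibition of test compounds on that plate plus 3 SD, cut at about 49% in these data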;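 note: 0% = DMSO plus EC80 beta-PEA response and 100% = DMSO alone without agonist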
#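 Test system – hTAAR1-expressing CHO RD-HGA16 cells, Gα16-coupled · Also added – β-PEA at EC80 concentration, post-compound challenge · Compound – 3 µM, single point · Incubation – dye loading 75 min at 37 °C, then 30 min room temperature · Measured by – Fluo-8 intracellular calcium dye fluorescence, real-time kinetic reads · Benchmarks – vehicle and agonist controls · Replicates – singlicate, one well per test compound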
# OXTR potentiator = potentiates the human oxytocin receptor response; activation, % at 3 µM; 0.061% of 320,000 active; CHO-OTR cells, Fluo-8 calcium fluorescence, potentiator mode; 0% = oxytocin EC15, 100% = EC100; AID 2445;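 active = activation above that plate's cutoff, the mean activation of tested compounds plus 3 SD, cut at about 6.6% in these data, passing the limit was not always enough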;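 note: 100% uses oxytocin at 75 nM as the full agonist control; some results filed as inactive read as strong as hits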
# Target sequence (P30559 whole entry, looked up): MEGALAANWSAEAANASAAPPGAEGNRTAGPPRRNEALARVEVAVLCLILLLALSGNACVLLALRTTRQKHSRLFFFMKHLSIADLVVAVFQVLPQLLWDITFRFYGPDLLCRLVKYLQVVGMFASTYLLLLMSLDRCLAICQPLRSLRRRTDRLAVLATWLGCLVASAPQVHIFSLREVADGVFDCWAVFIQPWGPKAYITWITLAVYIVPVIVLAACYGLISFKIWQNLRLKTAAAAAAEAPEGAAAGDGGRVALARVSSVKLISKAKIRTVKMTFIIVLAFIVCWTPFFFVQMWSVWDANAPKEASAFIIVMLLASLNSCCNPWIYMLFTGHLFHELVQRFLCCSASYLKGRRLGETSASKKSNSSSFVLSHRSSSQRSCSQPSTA
#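 Dosing: Single dose, 3.0 µM nominal final compound concentration | Material: Human OTR in CHO cells | Technique: Kinetic Fluo-8 calcium fluorescence | Benchmarks: EC15 oxytocin alone as 0%, 75 nM oxytocin as 100% | Probe or stimulus: Oxytocin at about EC15, sub-maximal agonist stimulus | Incubation: Compound 6 min at room temperature before oxytocin, 100 s read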
# OXTR ag = human OXTR agonism. CHO-OTR cells, Fluo-8 calcium fluorescence; normalized: DMSO 0%, oxytocin 100%. activation, % at 3 µM. 0.32% of 320,000 active. AID 2435;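 active = activation above the mean of all tested compounds plus 3 SD, cutoff set per screening run, cut at about 20% in these data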;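 note: peak over basal fluorescence ratio from a 100 s FLIPR kinetic read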
# V1R ag counter = activates human V1a receptor in oxytocin agonist counter-screen; CHO-V1R cells, Fluo-8 calcium fluorescence, agonist mode; 0% DMSO, 100% 3 nM vasopressin; activation, % at 3 µM; 0.25% of 320,000 active;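 active = activation above the mean activation of all tested compounds plus 3 SD, per screening run, cut at about 20% in these data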;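 note: signal is peak over basal fluorescence ratio across a 100 second FLIPR read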
# M1 antag = blocks human M1 muscarinic receptor; CHO-K1 hM1, Fluo-8 calcium fluorescence, ACh EC80 antagonist; inhibition, % at 3 µM; 1.3% of 360,000 active;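 active = percent inhibition above its own plate's cutoff, namely the mean of that plate's compound wells plus 3 SD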;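 note: peak over basal fluorescence ratio during 140 s after agonist addition; 0% = ACh EC80 plus DMSO and 100% = DMSO alone without agonist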
# CHRM1 agonist = activates human CHRM1 receptor; P11229; CHO-K1 hM1, Fluo-8 calcium fluorescence, agonist mode; 0% DMSO, 100% acetylcholine EC100; activation, % at 3 µM; 0.33% of 360,000 active;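 active = activation above the run's mean compound activation plus 3 SD, cut at about 16% in these data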;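 note: peak over basal fluorescence ratio within a 140 s kinetic read after compound addition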
# * marks the source's active call; other numbers are inactive results; . = not tested or not shown.
# Start of the listing, in advance (3 entries):
# Each structure is followed by: TAAR1 antagonist, OXTR potentiator, OXTR ag, CHRM1 agonist, M1 PAM, M1 antag, V1R ag counter, CHO parental Ca, TAAR1 ag
- CNc1nc2[nH]c(=O)c3c(c2s1)OC(N)=C(C#N)C3c1ccccc1 (stereo not given)
→ -16, -5, 0.4, -5, 5, -1, 1.1, -6, 6
- Nc1nc(NCc2ccco2)nc(NCCO)c1[N+](=O)[O-]
→ -20, 14, 0.0, 1, 10, -17, -0.3, -11, 7
- CSc1ncccc1C(=O)OCC(=O)NC1CCCCC1
→ 4, -4, -0.1, -4, 9, -8, -0.6, -3, 3

# Results, repeating the preview:
# Each structure is followed by: TAAR1 antagonist, OXTR potentiator, OXTR ag, CHRM1 agonist, M1 PAM, M1 antag, V1R ag counter, CHO parental Ca, TAAR1 ag
- CNc1nc2[nH]c(=O)c3c(c2s1)OC(N)=C(C#N)C3c1ccccc1 (stereo not given)
→ -16, -5, 0.4, -5, 5, -1, 1.1, -6, 6
- Nc1nc(NCc2ccco2)nc(NCCO)c1[N+](=O)[O-]
→ -20, 14, 0.0, 1, 10, -17, -0.3, -11, 7
- CSc1ncccc1C(=O)OCC(=O)NC1CCCCC1
→ 4, -4, -0.1, -4, 9, -8, -0.6, -3, 3
- Cc1cc(C)c2c(=O)[nH]n(C3CC(C)N(C)CC3C)c2n1 (stereo not given)
→ -7, 2, 0.3, -6, 3, 8, 0.0, -3, 6
- Cc1cc(C)c(C#N)c(SCc2ccccc2[N+](=O)[O-])n1
→ -40, 7, -1.7, -8, 1, 1, 0.1, -14, 1
- CCOC(=O)c1c(C)[nH]c(C(=O)OCC(=O)N2CCN(S(=O)(=O)c3ccc(C)cc3C)CC2)c1C
→ 28, -10, 7.5, -4, -8, 34, 6.2, -15, 13
- CCOCCc1nnc(NC(=O)C(C)Oc2ccccc2)s1 (stereo not given)
→ -4, -9, 0.0, -4, 4, -9, 1.8, -2, 5
- CC(C)N(c1ccccc1)c1ccc(NC(=O)C2CCCO2)cc1 (stereo not given)
→ -13, -14, -1.8, -3, -6, 16, 0.8, -17, 11
- COc1ccc(-c2nc(CS(=O)CC(=O)NC3CCCCC3C)c(C)o2)cc1OC (stereo not given)
→ -5, 1, -1.2, -4, 0, -3, 1.0, -21, 0
- O=C(Nc1ccc(S(=O)(=O)N2CCOCC2)cc1)C1CCN(S(=O)(=O)c2ccccc2)CC1
→ 6, -7, 0.4, -4, -8, 14, 0.2, -4, 9

# A draw from above in order of molecular weight, smallest number first.
# Each structure is followed by: TAAR1 antagonist, OXTR potentiator, OXTR ag, CHRM1 agonist, M1 PAM, M1 antag, V1R ag counter, CHO parental Ca, TAAR1 ag
- Cc1cc(C)c2c(=O)[nH]n(C3CC(C)N(C)CC3C)c2n1 (stereo not given)
→ -7, 2, 0.3, -6, 3, 8, 0.0, -3, 6
- CSc1ncccc1C(=O)OCC(=O)NC1CCCCC1
→ 4, -4, -0.1, -4, 9, -8, -0.6, -3, 3
- CC(C)N(c1ccccc1)c1ccc(NC(=O)C2CCCO2)cc1 (stereo not given)
→ -13, -14, -1.8, -3, -6, 16, 0.8, -17, 11
- COc1ccc(-c2nc(CS(=O)CC(=O)NC3CCCCC3C)c(C)o2)cc1OC (stereo not given)
→ -5, 1, -1.2, -4, 0, -3, 1.0, -21, 0
- O=C(Nc1ccc(S(=O)(=O)N2CCOCC2)cc1)C1CCN(S(=O)(=O)c2ccccc2)CC1
→ 6, -7, 0.4, -4, -8, 14, 0.2, -4, 9

# (next part)
# Each structure is followed by: TAAR1 antagonist, OXTR potentiator, OXTR ag, CHRM1 agonist, M1 PAM, M1 antag, V1R ag counter, CHO parental Ca, TAAR1 ag
- O=C(CSc1nc(-c2ccc(F)cc2)cs1)NCC1CCCO1 (stereo not given)
→ -12, 3, -1.3, -2, -6, 12, 0.0, -15, -1
- Cc1cc(=O)n2ccsc2n1
→ -5, -3, -0.4, 0, -2, 1, -0.3, 3, 1
- CCc1nnc(N/N=C/c2c(Cl)cccc2Cl)n1N
→ 3, 3, -0.2, -3, -3, 11, -0.1, -4, 9
- C=CCOc1ccc(/C(O)=C2/C(=O)C(=O)N(CCCN3CCOCC3)C2c2ccc(OC)cc2)cc1 (stereo not given)
→ 18, -7, 0.0, -3, -4, 7, 0.2, -12, 1
- CCCCSc1nnc2[nH]c(=O)cc(N)n12
→ -4, -5, -0.3, -2, 4, -1, -0.6, -2, 8
- O=C(NCCCc1ccccc1)C1CCC(=O)N(CCc2ccc(Cl)cc2)C1 (stereo not given)
→ 2, -8, 0.2, -3, 7, -6, 1.1, -16, 1
- O=[N+]([O-])/C(C=Nc1ccccc1O)=C\Nc1ccccc1O
→ -17, ., ., -4, -2, 5, ., ., 1
- COc1ccc(-c2c(-c3ccc4c(c3)OCO4)c3ccccc3n2C)cc1
→ -12, ., ., -4, -13, 12, ., ., 2
- Cc1ccc(C)c(N2CCN(C(=O)CCc3nc(-c4cccc(F)c4)no3)CC2)c1
→ 11, ., ., -3, -5, 6, ., -18, -2
- CC(C)(C)n1nnnc1C(c1cccs1)N1CCN(C(=O)c2ccco2)CC1 (stereo not given)
→ -23, -17, -1.2, -1, 8, -6, -0.4, -17, 7
- CCCCCCCc1c(O)nc(SCCN(C)C)[nH]c1=O
→ -7, -4, 1.4, -3, 3, -3, 3.7, 14, 0
- COc1ccc(CNC(=O)C2CCCN(S(=O)(=O)c3c(C)noc3/C=C/N(C)C)C2)cc1 (stereo not given)
→ -18, -6, 1.3, -3, 4, -4, 1.8, 9, 2
- Cn1c(=O)oc2cc(S(=O)(=O)NC(Cc3ccccc3)C(=O)N3CCCCC3)ccc21 (stereo not given)
→ -2, -7, -0.2, -4, 3, -5, -0.5, -11, 1
- C=CCN=C1NN=C(c2cc(C)n(CC=C)c2C)CS1
→ 4, -7, 0.0, -9, 0, 0, 0.1, 2, -1
- CC(NC(=O)CN(C)Cc1cccs1)c1ccccc1 (stereo not given)
→ 0, -3, -1.4, -8, 9, -12, 0.8, -4, 11
- CCC(Oc1ccccc1C)C(=O)N1CCCN(C)CC1 (stereo not given)
→ -19, 3, 0.6, -6, -8, 8, -0.1, -9, 2
- O=C(Nc1ccc2c(c1)OCCO2)c1cccc(C(=O)Nc2ccc3c(c2)OCCO3)c1
→ 40, -10, -1.8, -5, 3, 8, -1.5, -24, 3
- COCCNC(=O)C1CCCN(C(=O)c2cc(C)nn2C(C)(C)C)CC1 (stereo not given)
→ -1, ., ., -1, 3, -10, ., ., 1
- CC(OC(=O)c1ccc(NS(=O)(=O)c2ccc3[nH]c(=O)[nH]c3c2)cc1)C(=O)Nc1cccc(Cl)c1Cl (stereo not given)
→ -12, -22, 1.2, -2, 18, -15, 2.8, 4, 2
- CCOC(=O)NC(=O)CSc1nnnn1-c1ccccc1
→ -1, 6, 0.0, -3, 6, 0, -0.8, -10, 3

# Fetched by compound from the entries so far (3):
# Each structure is followed by: TAAR1 antagonist, OXTR potentiator, OXTR ag, CHRM1 agonist, M1 PAM, M1 antag, V1R ag counter, CHO parental Ca, TAAR1 ag
- CCC(Oc1ccccc1C)C(=O)N1CCCN(C)CC1 (stereo not given)
→ -19, 3, 0.6, -6, -8, 8, -0.1, -9, 2
- Cn1c(=O)oc2cc(S(=O)(=O)NC(Cc3ccccc3)C(=O)N3CCCCC3)ccc21 (stereo not given)
→ -2, -7, -0.2, -4, 3, -5, -0.5, -11, 1
- O=C(Nc1ccc2c(c1)OCCO2)c1cccc(C(=O)Nc2ccc3c(c2)OCCO3)c1
→ 40, -10, -1.8, -5, 3, 8, -1.5, -24, 3

# (list continues)
# Each structure is followed by: TAAR1 antagonist, OXTR potentiator, OXTR ag, CHRM1 agonist, M1 PAM, M1 antag, V1R ag counter, CHO parental Ca, TAAR1 ag
- CCOC(=O)N1CCN(CC(=O)N2c3ccccc3CC2C)CC1 (stereo not given)
→ 3, 5, 1.3, 1, 1, -3, 3.6, -6, 16
- Cc1ccc(NC2CCCN(C(=O)c3snnc3C)C2)cc1C (stereo not given)
→ -19, -10, 6.8, -3, 5, -5, 1.5, -9, 10
- Cc1cc2cc3c(=O)[nH]c(=O)nc-3n(CC(O)C(O)C(O)CO)c2cc1C (stereo not given)
→ -14, ., ., -3, 8, -9, ., ., 2
- COC(=O)CNC(c1ccccc1)c1cc(Br)ccc1NC(=O)CNC(=O)OCc1ccccc1 (stereo not given)
→ ., -5, 0.8, -3, 1, -3, 1.0, -17, .
- O=C(COC(=O)c1cc(S(=O)(=O)N2CCOCC2)ccc1Cl)NCc1ccc2c(c1)OCO2
→ 1, -7, 1.6, -4, -2, 2, 1.1, -20, 8
- O=C(OCc1nc2ccccc2s1)C1CCN(C2=NS(=O)(=O)c3ccccc32)CC1
→ 17, -9, 16, 0, 0, 2, 9.8, 4, 17
- CC(=O)c1cc(C#N)c(Oc2ccccc2)nc1C
→ -13, -7, -2.2, -4, 1, -5, -1.1, -10, 3
- COc1ccc(-n2nc(C(C)=O)c(=O)[nH]c2=O)cc1
→ 19, -12, -0.4, -6, 4, 3, 7.4, -19, 3
- CCN(CC(=O)Nc1ccccc1C(F)(F)F)C(=O)C1CCN(C(=O)Nc2ccccc2)CC1
→ -6, -1, -0.3, -4, 5, -9, -0.5, -11, 8
- CC(=O)Nc1c(O)nc(SCC(=O)Nc2cccc(C)c2)[nH]c1=O
→ -9, 4, 1.0, 1, 14, -13, 1.1, -7, 0
- CCc1nc2c(sc3nc4c(cc32)COC(C)(C)C4)c(=O)n1Cc1ccccc1
→ 6, -5, 0.4, -3, 2, 3, 1.1, -8, 2
- COc1ccc(-c2nc(CSCC(=O)N3CCN(C(=O)c4ccco4)CC3)c(C)o2)cc1OC
→ 1, 0, -1.6, -6, 5, -6, -0.9, -15, 0
- COc1ccc(CNCc2ccco2)cc1OCc1ccccc1
→ 14, 2, 2.8, -8, -17, 24, 0.7, -16, 15
- Cc1ccc(-c2csc3ncn(C(C)C(=O)O)c(=O)c23)cc1 (stereo not given)
→ 18, -5, -0.3, -5, 6, -10, -0.2, -6, 2
- Cc1ccc(Nc2nc(N)nc(CN3CCC(C)CC3)n2)c(C)c1
→ -17, -14, 3.4, -2, 2, 13, 5.5, -15, 13
